# Assay outcomes as filed in PubChem BioAssay.
# Lipid storage S3: qHTS Assay for Lipid Storage Modulators in Drosophila S3 Cells. Potency in µM for hits, for the others lipid storage change, negative = inhibition, % at the top dose, mostly 46.1 µM. Drosophila S3 cells, BODIPY lipid droplet fluorescence, 18-24 h; cells fed with added oleic acid. actives 0.64% (n = 320,000); active = well fitted inhibition curve with a large enough effect in the signal ratio, with a control signal flat, not every such curve was filed as active; inconclusive = small, poorly fitted or top-dose-only effect, or effect the other way, or a change in a side signal; the % refers to the signal ratio
#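 Laser-scanning cytometry quantifies lipid droplet accumulation (500–530 nm total intensity; droplet/cell object ratio) in oleic acid-fed (400 uM added) Drosophila S3 cells treated with a concentration series. 20 uM Triacsin C defined 100% inhibition.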
# Lipid storage S3 cell count max: second read-out of Lipid storage S3, no call of its own (marks repeat the call); cell number change, %; measured here: cell count max response;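 cells counted by Cell Tracker Red CMTPX staining in the red channel; peak over a dose series mostly up to 46.1 µM; percent activity relative to internal control wells on each plate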
# * = called active by the depositor; i = inactive; ? = inconclusive; · = not tested or not shown; [ ] = another dose, or the depositor's remark. % is set by controls: 0 for no effect and ±100 for the full control effect; potency is the fitted concentration of half-maximal effect. Only part of the results is shown; rates above refer to the full screens.
no. | SMILES | Lipid storage S3 | Lipid storage S3 cell count max
1 | CC(C)C(O)(C#CCN1CCCCCC1)c1ccccc1 (stereo not given) | -6.3% | -12.0
2 | Cc1ccccc1NC(=S)NC(=O)CCc1ccccc1 | 10.9% | -4.4
3 | Cc1ccccc1Cn1ccc(NC(=O)c2cnn3cccnc23)n1 | ? | ·
4 | CN(C)CCCNC(=S)/N=c1\sccn1Cc1ccccc1Cl | i | 6.3
5 | O=S1(=O)C=CC(Sc2nc3ccccc3[nH]2)C1 (stereo not given) | 14.2% | -3.7
6 | O=C(CCC1N=C2c3ccccc3N=C(SCc3cccc(Cl)c3)N2C1=O)NCc1ccco1 (stereo not given) | ? | ·
7 | COc1ccc(C(CNC(=O)c2cccc(S(=O)(=O)N3CCCC(C)C3)c2)N(C)C)cc1 (stereo not given) | ? | ·
8 | Cc1c(NC(=O)C(C)OC(=O)Cc2ccc(F)cc2)c(=O)n(-c2ccccc2)n1C (stereo not given) | ? | ·
9 | Cc1ccc(S(=O)(=O)NCCC(=O)NCc2ccccn2)cc1 | 8.0%[0.0737 µM] | 1.3
10 | CCCC(=O)Nc1nn(CC)c2nc3ccc(C)cc3cc12 | ? | ·
11 | O=C1C(c2ccc(F)cc2)N(Cc2ccc3c(c2)OCO3)C(=O)CN1C1CCCCC1 (stereo not given) | 14.7% | -2.1
12 | Fc1ccccc1N1CCN(Cc2cccnc2)CC1 | ? | ·
13 | C#CCOc1c(Cl)cc(/C=C2/C(=O)ON=C2C)cc1OCC | 2.6% | 13.2
14 | C=C(C)CSc1nnc(-c2ccccc2)n1N | ? | ·
15 | Cn1c(CO)c(-c2ccccc2)c2cc([N+](=O)[O-])ccc21 | 9.1% | -6.2
16 | C/C(=N\NC(=O)c1ccncc1)c1ccc(NC(=O)c2ccc(Cl)cc2)cc1 | i | ·
17 | CCC(C)c1c(O)nc(SCC(=O)N2CCCCCC2)[nH]c1=O (stereo not given) | ? | ·
18 | Cc1ccc(C)c(S(=O)(=O)N2CCN(C(=O)Cc3ccc(S(=O)(=O)N4CCOCC4)s3)CC2)c1 | -2.1% | ·
19 | COC(=O)c1c(NC(=O)c2ccccc2)sc2c1CC(C)(C)NC2(C)C | -15.8% | 1.8
20 | CCOc1ccc(NC(=O)CN(C)C(=O)c2cc(-c3cccs3)nn2-c2ccccc2)cc1OCC | i | ·
21 | Nc1ccc(N2CCCCC2)c(S(=O)(=O)Nc2ccc(Cl)cc2)c1 | -10.7% | -11.3
22 | CCCCCc1ccc(-c2nnc(N)s2)cc1 | 26.2% | 16.6
23 | Cc1ccccc1NS(=O)(=O)c1ccc(C(=O)N2CC(C)OC(C)C2)cc1 (stereo not given) | i | -25.0
24 | CCOC(=O)c1ccc(NC(=O)C(=O)NCc2ccco2)cc1 | 1.8% | -9.8
25 | O=C(O)CC(C(=O)Nc1ccc(Cl)c(Cl)c1)C1CCCO1 (stereo not given) | 20.6µM* | 12.1*
26 | O=C(NCc1ccccc1Cl)c1ccc[nH]1 | 13.2% | 21.3
27 | CCOC(=O)C1CCN(C(=O)c2ccc(OCC(=O)N3CCOCC3)c(OC)c2)CC1 | i[0.0737 µM] | -24.6
28 | CCOc1ccccc1/C=N/NC(=O)Cc1csc(Nc2cccc(C(F)(F)F)c2)n1 | ? | ·
29 | Cc1c(NC(=O)c2ccc(C(C)(C)C)cc2)cccc1[N+](=O)[O-] | 0.6% | -2.3
30 | CCN(CC)C(=O)NC1CC2CCCC(C1)N2Cc1ccccc1 (stereo not given) | ? | ·
31 | CCn1nc(C(=O)NC2=NCCS2)c2ccccc2c1=O | ? | ·
32 | C=CCNC(=O)c1onc(CSc2cc(C)cc(C)c2)c1C(=O)O | -6.3% | 0.1
33 | O=C(C1CCCCN1S(=O)(=O)c1ccc(F)cc1)N1CCN(c2ccccc2F)CC1 (stereo not given) | -1.8% | ·
34 | O=C(c1ccc2c(c1)OCO2)C1CCCN(Cc2ccc3nsnc3c2)C1 (stereo not given) | i | 10.3
35 | Cn1c(=O)oc2cc(S(=O)(=O)CCC(=O)Nc3ccccc3)ccc21 | ? | ·
36 | O=C1N=C(c2ccccc2)C(c2ccccc2)N1 (stereo not given) | ? | ·
37 | COc1cc(/C=N/NC(N)=O)ccc1OC(=O)c1ccc(C)cc1 | -0.1% | -17.8
38 | Cc1ccc(NC(=O)CN2C(=O)NC3(CCc4ccccc43)C2=O)cc1S(=O)(=O)N1CCCCC1 (stereo not given) | ? | ·
39 | CCOCCCNC(=O)CN(c1cc([N+](=O)[O-])ccc1OC)S(C)(=O)=O | ? | ·
40 | O=C(CSc1ccc(-c2ccco2)nn1)NCc1ccccc1Cl | -1.7% | -10.5
41 | C=CCOC(=O)COc1ccc2c(C)c(C)c(=O)oc2c1C | 5.0% | 0.6
42 | COc1ccccc1N1CCN(C(=O)/C=C/c2ccc3c(c2)OCO3)CC1 | ? | ·
43 | O=C(CCc1ccccc1)OCC(=O)c1ccc(Br)cc1 | -16.6% | 1.5
44 | O=C(NCCCN1CCCC1=O)c1cccc(S(=O)(=O)Nc2ccc(F)cc2)c1 | ? | ·
45 | Cc1cccc(NC(=O)Nc2ccc(F)cc2)n1 | ? | ·
46 | COc1ccccc1C(=O)NCc1nnc(SC(C)C(=O)Nc2nccs2)n1C (stereo not given) | ? | ·
47 | COc1cc2cc(C[C@H](C)O)oc(=O)c2cc1OC | ? | ·
48 | COc1ccc2[nH]c(=O)c(CN(CCCN(C)C)C(=O)Nc3ccc(F)cc3)cc2c1 | 14.9% | -20.2
49 | COc1ccc(NC(=O)CCSc2nnc(C)s2)cc1 | 0.2% | 15.2
50 | O=C(CSCc1ccccc1)Nc1cccc(F)c1 | -1.2% | -2.3
51 | O=C1CN(C(=O)COC(=O)CCSc2ccccc2Cl)c2ccccc2N1 | 0.3% | -13.1
52 | CC(NC(=O)COC(=O)C1CCN(S(=O)(=O)c2ccccc2C(F)(F)F)CC1)c1ccccc1 (stereo not given) | -5.1% | -9.8
53 | COC(=O)CCC(=O)OC1(C)C(=O)C2=CN(C3CCCC3)C(c3ccc(OC)cc3)=CC2=C(Br)C1=O (stereo not given) | ? | ·
54 | CCOCCCNC(=O)C(NC(=O)c1ccccc1O)c1ccc(C)cc1 (stereo not given) | -0.1% | 5.8
55 | COc1ccc(CCNc2ccncn2)cc1 | -21.6% | 0.4
56 | CCOC(=O)C1=C(C)NC(=O)NC1c1ccco1 (stereo not given) | -6.7% | -2.1
57 | CC1CCC(NC(=O)CCNS(=O)(=O)c2ccc3c(c2)CCC(=O)N3)CC1 (stereo not given) | i | 11.6
58 | O=C1C=C(c2ccccc2)CCC1 | i | 9.1
59 | Cc1ccc2nc(NC(=O)CNS(=O)(=O)c3ccc(Br)s3)sc2c1 | ? | ·
60 | O=C(N/N=C/c1cc([N+](=O)[O-])ccc1O)C1C2CCCCC21 (stereo not given) | -20.9% | -9.7

# (further entries)
no. | SMILES | Lipid storage S3 | Lipid storage S3 cell count max
61 | COc1ccc(C(=O)/C=C(/C)N(C)C)cc1 | 4.9% | 1.5
62 | CCC1(c2ccccc2)NC(=O)N(CC(=O)Nc2ccccc2N2CCCC2)C1=O (stereo not given) | 19.4% | ·
63 | CCn1nc(CC(=O)Nc2ccc(-n3cnnn3)c(C)c2)c2ccccc2c1=O | 9.9% | -1.3
64 | Cc1nc(CN2CCN(Cc3nc(C(c4ccccc4)c4ccccc4)no3)CC2)cs1 | ? | ·
65 | COc1ccc2cc3cc(C(=O)NCCN4CCN(c5ccccc5F)CC4)oc3nc2c1 | -20.3% | -11.8
66 | CCOCCCNC(=O)c1cn(CC)c2ccc(S(=O)(=O)N3CCCC3)cc2c1=O | ? | ·
67 | COc1ccc(N2CCN(C(CNC(=O)c3ccco3)c3cccnc3)CC2)cc1 (stereo not given) | 16.1% | 10.0
68 | Cc1cc(N2C(=O)C(O)=C(C(=O)c3cc4ccccc4o3)C2c2cccc(Cl)c2)no1 (stereo not given) | ? | ·
69 | CCOc1ccc(NC(=O)N2CCC(NC(=O)C(Cc3ccccc3OC)NC(C)=O)CC2)cc1 (stereo not given) | ? | ·
70 | Cc1cc(C)cc(NC(=S)N=Nc2c(O)n(C)c3ccc(S(=O)(=O)N4CCOCC4)cc23)c1 | -17.2% | -11.8
71 | CCOC(=O)C1=C(CC)Nc2ccccc2N=C1NC(=O)Cn1cnc2ccccc2c1=O | ? | ·
72 | Cc1cc(-c2nn(-c3ccccc3F)cc2CNCCc2cnc[nH]2)c(C)s1 | 9.4% | 1.5
73 | COc1ccc(-c2nc(CS(=O)(=O)CC(=O)NCc3cccc(F)c3)c(C)o2)cc1 | ? | ·
74 | Cc1cc(C)cc(Nc2ccc([N+](=O)[O-])nc2[N+](=O)[O-])c1 | -1.8% | 2.6
75 | CN(Cc1cccc(-n2cccn2)c1)Cc1cn(C)nc1-c1ccccc1F | ? | ·
76 | O=C(Nc1ncccc1O)c1ccc(Cl)c(S(=O)(=O)N2CCCCCC2)c1 | -1.4% | ·
77 | c1cc2c3c(cccc3c1)NC1(CCCCCC1)N2 | ? | ·
78 | Cc1nc2c(c(=O)n1Cc1ccco1)c1nc3ccccc3nc1n2Cc1ccccc1 | ? | ·
79 | Cc1cc[n+]2n1CC(O)C2 (stereo not given) | -7.8% | -13.3
80 | Cc1ccc(/C=N\n2c(-c3ccccc3)n[nH]c2=S)s1 | 6.9% | -15.7
81 | Cc1cccc(-c2noc(CNC(=O)c3ccoc3C)n2)c1 | ? | ·
82 | COc1cccc(-c2cc(C(=O)N3CCN(Cc4ccc5c(c4)OCO5)CC3)on2)c1 | 7.6% | 17.0
83 | Cn1c(=O)c2c(O)cc(=O)[nH]c2n(-c2ccccc2)c1=O | 0.9% | 7.3
84 | COc1ccc(OCCNc2c([N+](=O)[O-])c(=O)oc3ccccc23)cc1 | ? | ·
85 | O=C1NC(SCCCF)=N/C1=C/c1ccc(-n2cncn2)cc1 | -4.5% | 1.8
86 | CCOc1ccc(-n2ccnc(SCC(=O)NCCc3ccccc3)c2=O)cc1 | 22.2% | -8.4
87 | C=CCc1cc(/C=C2/NC(=S)NC2=O)cc(OC)c1O | 29.8% | 84.2
88 | O=C(CN1C(=O)c2ccccc2S1(=O)=O)Nc1ccccc1 | -6.8% | -6.5
89 | Oc1cccc2ccc(Nc3ccccn3)nc12 | ? | ·
90 | O=C(Nc1ccc2[nH]ncc2c1)c1ccccc1Cl | ? | ·
91 | CCN(CC)c1nc(C)nc2c1sc(=S)n2C | ? | ·
92 | CC[C@]1(c2ccccc2C)ON(c2ccccc2C(F)(F)F)C1=O | ? | ·
93 | Cc1ccc(NC(=O)c2ccc(NCCCN3CCC(C)CC3)c([N+](=O)[O-])c2)cc1F | ? | ·
94 | CCCCNC(=S)N(C)/N=C/c1ccc(OCC(=O)Nc2c(C)cc(C)cc2C)c(OC)c1 | ? | ·
95 | CN(C)c1cc[n+](CCC(=O)Nc2cccc([N+](=O)[O-])c2N)cc1 | ? | ·
96 | COc1cccc(NC(=O)N2CCC(NC(=O)C(Cc3cccc(C)c3)NC(C)=O)CC2)c1 (stereo not given) | ? | ·
97 | Cc1cc(-c2n[nH]c(=S)n2/N=C/c2ccccc2[N+](=O)[O-])n[nH]1 | ? | ·
98 | CS(=O)(=O)c1ccccc1C(=O)N(CCC1=CCCCC1)c1c(N)n(Cc2ccccc2)c(=O)[nH]c1=O | ? | ·
99 | COc1ccc(/C=C/C(=O)OCC(=O)Nc2ccc3[nH]c(=O)[nH]c3c2)cc1OC | ? | ·
100 | COc1cc2c(c(OCC(=O)NC(C)C)c1)C(=O)O[C@@H](C)CCCC(=O)CCCCC2 | -12.0% | -16.5
101 | O=C(CCCCCNc1nc(=S)[nH]c2ccccc12)NCCC1=CCCCC1 | ? | ·
102 | CN(C(=O)COC(=O)c1ccccc1Cc1ccccc1)C1CCS(=O)(=O)C1 (stereo not given) | 3.2% | ·
103 | O=C(CN(C1CCCCC1)S(=O)(=O)c1ccc(F)cc1)Nc1ccc2c(c1)OCO2 | 0.6% | 6.1
104 | O=C(CC(c1ccc(F)cc1)c1ccco1)N1CCCC1 (stereo not given) | -0.8% | 0.7
105 | CCOc1ccc(CC(=O)C2C(=O)CCCC2=O)cc1OCC | -3.6% | 8.5
106 | Cc1nn(-c2ccccc2)c(C)c1C(=O)NCc1ccccc1F | ? | ·
107 | CC(=O)c1ccc(C(=O)N(CCN(C)C)c2nc3c(Cl)cccc3s2)cc1 | -0.5% | 6.0
108 | Nn1c(SCc2cccc(Cl)c2)nnc1-c1ccncc1 | 20.8% | 5.8
109 | N#Cc1cccc(OCC(=O)NC(=O)NCc2ccccc2)c1 | ? | ·
110 | CC1CCN(S(=O)(=O)c2nnc(NC(=O)COc3ccccc3F)s2)CC1 | ? | ·
111 | Cc1ccccc1-n1c(-c2csc3ccccc23)n[nH]c1=S | ? | ·
112 | Cc1ccc(N2CC(C(=O)OCC(=O)c3ccc(F)cc3)CC2=O)cc1 (stereo not given) | 12.6% | 11.7
113 | CCc1ccccc1NC(=O)CSc1n[nH]c(C)c1[N+](=O)[O-] | -5.5% | 16.4
